Assay outcomes deposited in PubChem by Broad Institute.
EWS-Fli block: EWS/Fli-driven NR0B1 reporter inhibitors, primary screen, A673 cells, NR0B1 luciferase, luminescence, MLPCN library. viability-normalised. inhibition, % at 12.6 µM. 0.67% of 350,000 active;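 active = mean inhibition of at least 50% after viability correction, with every replicate also passing that limit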;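 note: firefly luciferase signal divided by Alamar Blue viability fluorescence both relative to DMSO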
Casp6 inh: human caspase-6 inhibitors, primary screen, biochemical, VEID-R110 fluorescence, single point, set 2 | 0.53% of 350,000 active | P55212 | purified caspase-6, Z-VEID-R110 cleavage fluorescence | inhibition, % at 12.5 µM;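 active = mean inhibition across replicates at least about 35%, with every replicate also reaching that limit, limit read from the data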;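 note: 0% = median of neutral control wells and 100% = no fluorescence left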
Target sequence (P55212 24-179 limits assumed): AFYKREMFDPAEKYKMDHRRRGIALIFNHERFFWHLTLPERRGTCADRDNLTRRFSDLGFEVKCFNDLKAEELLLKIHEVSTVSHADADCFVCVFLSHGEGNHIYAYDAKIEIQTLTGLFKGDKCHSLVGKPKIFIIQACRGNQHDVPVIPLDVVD
Target sequence (P55212 194-293 limits assumed): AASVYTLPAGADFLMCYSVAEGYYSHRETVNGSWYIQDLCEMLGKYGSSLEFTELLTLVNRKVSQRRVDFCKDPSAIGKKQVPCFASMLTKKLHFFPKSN
ARNT-TACC3 inh: disruptors of ARNT/TACC3 protein interaction, primary screen, biochemical, AlphaScreen, single concentration. Transforming acidic coiled-coil-containing protein 3 (Homo sapiens), Q9Y6A5. AlphaScreen His-ARNT PAS-B/GST-TACC3 binding, luminescence; TACC3 fragment carries E629A point mutation. inhibition, % at 9.99 µM. 0.66% of 390,000 active. AID 623870, 2012;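 active = mean inhibition of replicates at least 50% and at least half of replicates each reaching 50%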;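 note: 0% = complete ARNT plus TACC3 wells and 100% = ARNT alone without TACC3; many hits fall short of the cut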
LGR2 inh: inhibitors of bursicon-induced LGR2 CRE-luciferase signal, primary screen, cell-based, HEK293, CRE-luciferase reporter, bursicon stimulation | bursicon-stimulated, 4 h | inhibition, % at 9.99 µM | 0.35% of 380,000 active;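 active = drop in luminescence signal, shown as inhibition above about 50% in the replicate tests, limit read from the data, passing the limit was not always enough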;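 note: agonist challenge used bursicon conditioned medium at about half maximal strength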
SIRT5 block: SIRT5 desuccinylase inhibitors, primary screen, biochemical, fluorescence imaging, single point, set 5. NAD-dependent protein deacylase sirtuin-5, mitochondrial (Homo sapiens), Q9NXA8. Purified SirT5, succinyl-peptide AMC, trypsin-coupled fluorescence. 1.1% of 330,000 active. AID 652115, 2013. inhibition, % at 15 µM; in the data active = inhibition above about 15%
Target sequence (Q9NXA8 whole entry, looked up): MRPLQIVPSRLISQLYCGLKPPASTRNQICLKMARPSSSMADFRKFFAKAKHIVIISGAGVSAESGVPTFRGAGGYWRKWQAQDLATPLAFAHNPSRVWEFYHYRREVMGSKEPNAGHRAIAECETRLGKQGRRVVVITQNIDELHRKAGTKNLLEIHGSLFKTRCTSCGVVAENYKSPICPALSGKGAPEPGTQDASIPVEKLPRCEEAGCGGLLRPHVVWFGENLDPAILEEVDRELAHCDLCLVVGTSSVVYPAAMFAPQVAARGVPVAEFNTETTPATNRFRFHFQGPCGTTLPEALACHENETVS
DENV2 CPE rescue: inhibitors of DENV2 cytopathic effect, primary screen, cell-based, plate reader, single concentration. CPE inhibition, % at 9.99 µM. DENV2-infected cells, cytopathic effect rescue. 1.7% of 350,000 active; in the data active = CPE inhibition above about 20%, passing the limit was not always enough; tested in BHK-21 cells;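 note: 0% = median of neutral control wells and 100% = median of positive control wells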
PAX8 reporter: inhibitors of PAX8-driven TPO luciferase reporter, primary screen, RMG-I cells, single concentration. SteadyGlo, 24 h. inhibition, % at 12.6 µM. 1.2% of 360,000 active. AID 652154, 2013;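 active = mean replicate inhibition at least 60% with every replicate also reaching 60%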;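 note: luciferase light reporting Pax8 driven TPO promoter activity; plate controls were median of neutral control wells for no effect and mitoxantrone controls for full effect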
* hit, by the source's call; / = no result given.

#1 C=C(C)Cn1c(=O)c2c(nc3n2CC(C)CN3Cc2ccccc2)n(C)c1=O (stereo not given)
#2 CC(C)NC(=O)C1(C)CN(S(C)(=O)=O)CC(=O)N1CC(F)(F)F (stereo not given)
#3 COc1ccc(NC(=O)C2Cc3c(-c4cccc(F)c4)ccnc3O2)cc1 (stereo not given)
#4 COc1ccccc1C(=O)N1C[C@@H]2[C@H](c3ccccc31)[C@@H](CO)N2C(=O)C1CC1
#5 O=C1CCN(CCc2ccccc2)CCN1[C@H](CO)c1ccccc1

compound no.,1,2,3,4,5
EWS-Fli block,5,-10,6,10,-4
Casp6 inh,-6,-1,10,/,-1
ARNT-TACC3 inh,-5,/,/,5,4
LGR2 inh,0,-19,4,8,-8
SIRT5 block,-3,-1,2,/,/
DENV2 CPE rescue,-5,-2,-2,/,-8
PAX8 reporter,12,1,-2,-4,4

#6 COc1ccc(S(=O)(=O)N(C)C[C@@H]2Oc3ccc(NC(=O)CCCCCC(=O)Nc4ccccc4N)cc3CC(=O)N([C@H](C)CO)C[C@H]2C)cc1
#7 Cc1ccc(C)c(OCC(=O)NCC(C)C)c1C
#8 Cc1nnc(SCC(=O)NCCN2C(=O)CSC2=O)n1-c1ccccc1
#9 CCCC(=O)NCc1nc2ccccc2n1CC(=O)c1ccccc1
#10 COc1ccc(NC(=O)N(C)C[C@H]2Oc3c(NS(C)(=O)=O)cccc3C(=O)N([C@H](C)CO)C[C@@H]2C)cc1

compound no.,6,7,8,9,10
EWS-Fli block,-3,14,5,-3,-9
Casp6 inh,-2,0,0,0,2
ARNT-TACC3 inh,0,-8,-1,-3,-3
LGR2 inh,4,-6,20,17,/
SIRT5 block,-6,-3,2,-2,-1
DENV2 CPE rescue,-7,-3,-5,-2,7
PAX8 reporter,11,10,3,-4,/

#11 COCC(=O)N(C)C[C@@H]1Oc2cc(C3=CCCC3)ccc2S(=O)(=O)N([C@H](C)CO)C[C@H]1C
#12 C[C@@H]1CCCCO[C@H](CN(C)Cc2ccncc2)[C@H](C)CN([C@H](C)CO)C(=O)c2cc(NC(=O)c3ccccc3)ccc2O1
#13 CCCNC(=O)OCC12CC3CC(CC(C3)C1)C2
#14 CN1C(=O)c2cc(NS(=O)(=O)c3ccc(Cl)cc3)ccc2OC[C@@H]2O[C@@H](CC(=O)O)CC[C@H]21
#15 COCc1cn(CC[C@@H]2CC[C@@H](NC(=O)Nc3ccc(OC)cc3)[C@@H](CO)O2)nn1

compound no.,11,12,13,14,15
EWS-Fli block,-4,0,-24,6,-5
Casp6 inh,/,0,-3,1,-1
ARNT-TACC3 inh,-13,-2,-8,3,2
LGR2 inh,1,7,-3,11,5
SIRT5 block,1,4,-12,2,0
DENV2 CPE rescue,-1,0,6,3,7
PAX8 reporter,-28,17,-1,-31,0

#16 C[C@@H]1CN([C@H](C)CO)C(=O)c2cc(C#CCc3ccccc3)cnc2O[C@H]1CN(C)Cc1ccccc1
#17 COc1ccccc1NS(=O)(=O)c1cc(N)ccc1N1CCCCC1
#18 COc1cc(OC)c(NC(=O)CCNS(=O)(=O)c2ccc3c(c2)oc(=O)n3C)cc1Cl
#19 CCN1CCN(c2cc(C)c3cc(NC(=S)N4CCN(c5ccc(F)cc5)CC4)ccc3n2)CC1
#20 CCCC(=O)OC1CCS(=O)(=O)c2sccc21 (stereo not given)

compound no.,16,17,18,19,20
EWS-Fli block,3,-4,3,7,-6
Casp6 inh,2,-4,-3,-29,22
ARNT-TACC3 inh,/,-1,19,11,-1
LGR2 inh,-1,-6,-3,-8,5
SIRT5 block,11,1,0,-12,-6
DENV2 CPE rescue,-2,/,8,4,-4
PAX8 reporter,-10,-4,-3,0,7

#21 CC(=O)C1=C(C)Nc2ncnn2C1c1ccc(F)cc1 (stereo not given)
#22 Cc1ccc(S(=O)(=O)N(C)C[C@H]2Oc3ccc(NC(=O)Nc4c(C)noc4C)cc3CC(=O)N([C@@H](C)CO)C[C@H]2C)cc1
#23 COC(=O)[C@@H](NC(=O)N1CCC(Cc2ccccc2)CC1)C(C)C
#24 CCCNC(=O)COc1ccc(-c2nn(C)c(=O)c3ccccc23)cc1
#25 COc1ccc2cc(C(=O)N3CCN(C)CC3)[nH]c2c1

compound no.,21,22,23,24,25
EWS-Fli block,-12,1,5,15,-53
Casp6 inh,-1,/,2,0,-7
ARNT-TACC3 inh,-1,0,-1,-5,/
LGR2 inh,3,-2,-3,10,-87
SIRT5 block,0,0,-2,0,-4
DENV2 CPE rescue,2,8,-3,18,-4
PAX8 reporter,-37,-2,-6,19,-25

#26 O=C(CN1CCN(c2ccc(Cl)cc2[N+](=O)[O-])CC1)N1CCOCC1
#27 C[C@@H]1CN([C@H](C)CO)S(=O)(=O)c2ccc(C#Cc3ccc(F)cc3)cc2O[C@@H]1CN(C)C(=O)c1ccccn1
#28 COc1ccc(C(=O)O/N=C2\CCCc3nonc32)cc1
#29 C[C@H](CO)N1C[C@H](C)[C@H](CN(C)S(=O)(=O)c2ccccc2)OCCCC[C@H](C)Oc2ccc(NC(=O)CCCN(C)C)cc2C1=O
#30 C[C@@H]1CN([C@H](C)CO)S(=O)(=O)c2ccc(C#Cc3ccncc3)cc2O[C@@H]1CN(C)C(=O)C1CC1

compound no.,26,27,28,29,30
EWS-Fli block,-39,13,/,-1,-14
Casp6 inh,1,1,/,-2,-3
ARNT-TACC3 inh,-2,30,-6,-2,4
LGR2 inh,-1,-17,10,12,-8
SIRT5 block,2,12,/,-4,2
DENV2 CPE rescue,5,10,/,-4,30*
PAX8 reporter,7,/,6,-3,/

#31 Cc1ccc(S(=O)(=O)N2CCC(C(=O)Nc3ccccc3N3CCCC3)CC2)c(C)c1
#32 C#CCOCCOCCOCCNc1nc(N2CCN(C(=O)[C@H]([C@@H](C)O)n3cc(CCCCN)nn3)CC2)nc(N2CCN(C(=O)[C@H](C)n3cc(CCC(=O)O)nn3)CC2)n1
#33 NC(N)=Nc1nc2cc([N+](=O)[O-])ccc2o1
#34 Cc1cc(Cl)ccc1OCC(=O)OCC(=O)NC1CCS(=O)(=O)C1 (stereo not given)
#35 Cc1noc(C)c1S(=O)(=O)N(C)C[C@H]1Oc2ccc(NS(=O)(=O)c3cccs3)cc2C(=O)N([C@H](C)CO)C[C@H]1C

compound no.,31,32,33,34,35
EWS-Fli block,12,-5,-10,-6,5
Casp6 inh,2,/,-2,4,3
ARNT-TACC3 inh,-3,11,1,-1,-3
LGR2 inh,-5,-9,-2,2,10
SIRT5 block,-9,/,0,1,-4
DENV2 CPE rescue,-12,/,-3,-2,18
PAX8 reporter,16,-12,-39,2,/

#36 COc1ccc(-c2ccc(C(=O)NCCN3CCOCC3)c3occc23)c(C)c1
#37 COC(=O)c1ccc(CN2CC(=O)N3[C@@H](CO)[C@@H](c4ccc(-c5cccnc5)cc4)[C@@H]3C2)cc1
#38 Cc1cc(SCC(=O)OCC(=O)N2CCCC2=O)c(C)cc1Br
#39 Cc1ccc(Cl)cc1NC(=O)Cn1cc(C(F)(F)F)cc(Cl)c1=O
#40 CCCCCCc1ccc(N2C[C@H](CCCCC)[C@@H](CC(=O)NCc3ccc(OC)cc3)C2=O)cc1

compound no.,36,37,38,39,40
EWS-Fli block,6,-1,-6,76*,17
Casp6 inh,-2,2,1,0,-2
ARNT-TACC3 inh,/,/,-6,1,26
LGR2 inh,1,0,4,12,-1
SIRT5 block,-11,-4,-1,-2,0
DENV2 CPE rescue,-3,3,0,1,95*
PAX8 reporter,11,/,-15,9,7

Brought forward from above: 4 entries, then new ones.
#37 COC(=O)c1ccc(CN2CC(=O)N3[C@@H](CO)[C@@H](c4ccc(-c5cccnc5)cc4)[C@@H]3C2)cc1
#38 Cc1cc(SCC(=O)OCC(=O)N2CCCC2=O)c(C)cc1Br
#39 Cc1ccc(Cl)cc1NC(=O)Cn1cc(C(F)(F)F)cc(Cl)c1=O
#40 CCCCCCc1ccc(N2C[C@H](CCCCC)[C@@H](CC(=O)NCc3ccc(OC)cc3)C2=O)cc1
#41 Cc1noc(C)c1NC(=O)Nc1ccc2c(c1)C(=O)N([C@@H](C)CO)C[C@H](C)[C@@H](CN(C)S(=O)(=O)c1cccs1)OCCCC[C@@H](C)O2
#42 O=C(C[C@@H]1C[C@@H]2c3cc(NC(=O)Nc4ccccc4)ccc3O[C@@H]2[C@@H](CO)O1)NCc1ccccn1
#43 COc1ccc(S(=O)(=O)N(C)C[C@@H]2Oc3ccc(NC(=O)NC4CCCCC4)cc3CC(=O)N([C@@H](C)CO)C[C@H]2C)cc1
#44 C[C@H]1CN([C@@H](C)CO)S(=O)(=O)c2ccc(-c3ccncc3)cc2O[C@@H]1CN(C)C(=O)CN(C)C
#45 C/C=C/c1cnc2c(c1)C(=O)N([C@H](C)CO)C[C@H](C)[C@@H](CN(C)C(=O)Nc1ccccc1F)O2

compound no.,37,38,39,40,41,42,43,44,45
EWS-Fli block,-1,-6,76*,17,-10,-4,14,-10,2
Casp6 inh,2,1,0,-2,4,/,-1,1,0
ARNT-TACC3 inh,/,-6,1,26,-3,/,9,9,-4
LGR2 inh,0,4,12,-1,31,0,-3,2,-32
SIRT5 block,-4,-1,-2,0,4,/,8,-2,-6
DENV2 CPE rescue,3,0,1,95*,1,/,-2,3,-7
PAX8 reporter,/,-15,9,7,-6,4,/,-8,/

#46 O=S(=O)(NCCN1CCCC1)c1ccc(Cl)cc1
#47 CCC(C(=O)Nc1ccc(C(=O)Nc2ccccc2C(=O)O)cc1)c1ccccc1 (stereo not given)
#48 Cc1nn(-c2cccc(C(=O)O)c2)c(C)c1[N+](=O)[O-]
#49 CCCCS(=O)(=O)N1CCCC(C(=O)NCC2CCCO2)C1 (stereo not given)
#50 O=C(Cc1cccs1)NCc1ccc(Cl)cc1Cl

compound no.,46,47,48,49,50
EWS-Fli block,5,/,1,-3,-86
Casp6 inh,-5,-1,1,2,-3
ARNT-TACC3 inh,3,23,3,-6,-1
LGR2 inh,-9,16,8,-7,-52
SIRT5 block,-3,0,4,-4,-5
DENV2 CPE rescue,7,14,-6,4,0
PAX8 reporter,-8,2,17,-34,-71

#51 C[C@@H]1CCCCO[C@@H](CN(C)C(=O)NC2CCCCC2)[C@H](C)CN([C@H](C)CO)C(=O)c2cc(NC(=O)CCC(F)(F)F)ccc2O1
#52 C/C(=N/NS(=O)(=O)c1cccc([N+](=O)[O-])c1)c1ccncc1
#53 C#CCN1C(=O)S/C(=C\c2cc3c(cc2OC)OCO3)C1=O
#54 COc1ccc(NC(=O)c2cnc(NS(=O)(=O)c3ccccc3)nc2)cc1
#55 CC(C)NC(=O)Nc1ccc2c(c1)C(=O)N([C@H](C)CO)C[C@H](C)[C@@H](CN(C)C(=O)NC1CCCCC1)OCCCC[C@H](C)O2

compound no.,51,52,53,54,55
EWS-Fli block,11,-4,4,/,/
Casp6 inh,-1,-3,1,1,3
ARNT-TACC3 inh,0,2,2,-3,-8
LGR2 inh,11,5,13,-9,10
SIRT5 block,7,0,-3,-5,4
DENV2 CPE rescue,-1,-3,8,7,-2
PAX8 reporter,-3,/,-5,-21,17

#56 CCN1CCN(C(=O)CN2C(=O)COc3ccc(C)cc32)CC1
#57 O=C(CS(=O)(=O)c1ccc(F)cc1)Nc1nnc(-c2ccccc2Cl)o1
#58 CO[C@H]1CN(C)C(=O)c2ccc(NC(=O)c3ccc(F)cc3)cc2OC[C@@H](C)N(C(C)=O)C[C@@H]1C
#59 Cc1ccc(S(=O)(=O)NC2c3cccc4cccc(c34)C2Sc2nncn2C)cc1 (stereo not given)
#60 COCC#Cc1cnc2c(c1)C(=O)N([C@H](C)CO)C[C@H](C)[C@H](CN(C)C(=O)C1CC1)O2
#61 COc1cc2c(oc(=O)c3cc(C)cc(OC)c32)c2c(C3OC(C)C(O)C(C)(O)C3O)ccc(O)c12 (stereo not given)

compound no.,56,57,58,59,60,61
EWS-Fli block,5,-5,-5,-1,6,37
Casp6 inh,-2,14,1,-2,-3,28
ARNT-TACC3 inh,0,29,-12,-5,-2,1
LGR2 inh,12,11,0,/,-4,17
SIRT5 block,7,-3,-2,-5,5,19*
DENV2 CPE rescue,-3,2,2,-11,-9,-3
PAX8 reporter,13,5,1,9,/,/
